Screening results: PubChem, Vanderbilt University
GIRK2 activator: Activators of human GIRK2-containing channels; activation (% efficacy), % for hits at 37.5 µM; HEK293 GIRK2/NPY4 cells, thallium flux fluorescence; AID 1259324; 34,000 tested, under 10 active; P48051;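 active = primary screen hit, no activity in plain HEK293 cells, and in GIRK2-only cells above 5% efficacy rising with concentration; inactive = the rest, including fluorescent compounds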;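 note: efficacy is normalized control-subtracted fluorescence 15 s after thallium addition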
Target sequence (P48051 whole entry, looked up): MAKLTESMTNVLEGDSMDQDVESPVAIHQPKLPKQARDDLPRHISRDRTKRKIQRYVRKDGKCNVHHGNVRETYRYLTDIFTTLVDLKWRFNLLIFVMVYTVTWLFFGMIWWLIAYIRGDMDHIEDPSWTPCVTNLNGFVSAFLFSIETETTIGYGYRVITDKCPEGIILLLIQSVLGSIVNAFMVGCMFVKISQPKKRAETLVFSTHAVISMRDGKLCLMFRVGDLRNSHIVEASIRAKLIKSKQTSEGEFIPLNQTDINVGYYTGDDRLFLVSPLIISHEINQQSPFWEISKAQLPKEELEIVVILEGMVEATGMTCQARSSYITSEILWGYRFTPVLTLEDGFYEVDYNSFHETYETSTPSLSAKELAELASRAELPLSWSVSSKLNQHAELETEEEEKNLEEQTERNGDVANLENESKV
Calls only; i = inactive.

SMILES | GIRK2 activator
CC(C)(C)c1ccc(OCC(=O)Nc2ccc(CC(N)=O)cc2)cc1 | i
CCSc1nnc(NC(=O)Cc2cc(-c3ccc4c(c3)CC(C)O4)on2)s1 (configuration not stated) | i
O=C(c1ccc2c(c1)OCO2)N1CCC2(CC1)NC(=O)N(CCc1ccccc1)C2=O | i
Cc1cc([N+](=O)[O-])ccc1NC(=O)C(=O)NCC(c1ccc(F)cc1)N(C)C (configuration not stated) | i
Cc1c(C(=O)N2CCOCC2)nnn1-c1ccc(Br)cc1 | i
CCc1nnc(-c2ccc(NC(=O)C3CC(=O)N(c4ccc(C)c(C)c4)C3)cc2)o1 (configuration not stated) | i
Cc1cc(C)c(C)c(Cn2c(CCNC(=O)CCC(C)O)nc3ccccc32)c1C (configuration not stated) | i
CN(C)CCNC(=O)C(=O)Nc1c(C(N)=O)oc2ccccc12 | i
Cc1ccc(S(=O)(=O)c2ccc(C(=O)N3CCC(C)CC3)cn2)cc1C | i
COc1ccc(C2(CNC(=O)C3CCN(S(C)(=O)=O)CC3)CCCC2)cc1 | i
CCc1ccc(OCC(=O)NCCC2=CCCCC2)cc1 | i
O=C(NCc1nc(-c2ccccc2)no1)c1csc(-c2cnccn2)n1 | i
CN1CC(NC(=O)Nc2cccs2)CC1=O (configuration not stated) | i
COc1ccc(OC)c(CNC(=O)c2sc(-n3cccc3)nc2C(C)C)c1 | i
Cc1c(C(=O)N2CCC3(CC2)OCCO3)c(C(F)(F)F)nn1C | i
O=C(NCCS(=O)(=O)N1CCN(c2ncccn2)CC1)c1ccco1 | i
COC(=O)C12CC3CC(CC(N)(C3)C1)C2 | i
CCOc1ccc(-c2ccc(C)c(NC(=O)c3ccco3)c2)nn1 | i
COc1ccccc1NC(=O)C(=O)NCCN1CCC(c2cccs2)CC1 | i
CN1C=CC=C/C1=C(/C#N)c1nc(-c2ccccc2)cs1 | i
CC1(C)C2CCC1(C)C(NC(=O)CCC(=O)O)C2 (configuration not stated) | i
Cc1cccc(C)c1NC(=O)c1nnn(-c2cccc(C(F)(F)F)c2)c1N | i
O=C(Nc1ccc2c(c1)N(C(=O)c1ccco1)CC2)c1ccc(F)c(F)c1 | i
CCCCN(C)C(=O)c1cc2c(=O)n3cc(C)ccc3nc2n1C | i
COc1ccc(S(=O)(=O)N2CCC3(CC2)NC(=O)N(C)C3=O)c(OC)c1OC | i
COc1ccc(-c2ccc(=O)n(CCCNC(=O)COc3ccccc3F)n2)cc1 | i
CCOc1ccc(-c2noc(C3CCN(S(=O)(=O)c4cccs4)CC3)n2)cc1 | i
O=C(CC1SC(=O)N(CC(=O)c2ccccc2)C1=O)Nc1ccc(Br)cc1 (configuration not stated) | i
CCCS(=O)(=O)NC1CC(=O)N(C)C1 (configuration not stated) | i
CN(C)c1ccc(C(=O)Nc2cccc(-c3ccc(=O)n(C)n3)c2)cc1 | i
CC(C)(C)OC(=O)N1CCN(Cc2csc(N)n2)CC1 | i
CCOc1ccc(C(=O)NCC#CCN2CCc3ccccc3C2)cc1OCC | i
Cc1cccc(C(=O)N2c3ccccc3NC(=O)CC2C)c1 (configuration not stated) | i
O=C(NNC(=O)c1cccs1)c1ccc(=O)n(Cc2ccccc2)c1 | i
Cc1csc(NC(=O)c2ccc(S(=O)(=O)NCc3ccco3)o2)n1 | i
O=C(Cn1cnc2ccccc21)N1CCN(c2ccc(-c3ccco3)nn2)CC1 | i
CCOC(=O)N1CCc2nc(NC(=O)CCCSc3ccc(C)cc3)sc2C1 | i
O=C(NCC1COC2(CCCCC2)O1)c1cc(Cl)ccc1[N+](=O)[O-] (configuration not stated) | i
COc1ccc(CCS(=O)(=O)Nc2ccc3c(c2)N(C(=O)c2ccco2)CC3)cc1 | i
O=C(NCCc1ccccc1)C(=O)NCC1CCN(Cc2ccco2)CC1 | i
CS(=O)(=O)N1CCCC(C(=O)Nc2sccc2-c2nc3ccccc3s2)C1 (configuration not stated) | i
Cc1ccc(S(=O)(=O)N2CCC(c3nc(-c4ccccc4Cl)no3)CC2)cc1 | i
CCCNC(=O)C(=O)Nc1c2c(nn1C(C)(C)C)CSC2 | i
Cc1cc(C)nc(-n2nc(C(C)(C)C)cc2OCC(=O)NC2CCCCC2)n1 | i
Cc1csc(NC(=O)c2ccc(S(=O)(=O)Nc3ccc(OC(F)(F)F)cc3)o2)n1 | i
O=S(=O)(Nc1ccc(Nc2cc(-n3ccnc3)ncn2)cc1)c1ccc2ccccc2c1 | i
CCn1c(=NC(=O)c2ccnn2C)sc2cc3c(cc21)OCCO3 | i
Cc1ccc(OCC(=O)NCC2CCN(C(C)C)CC2)cc1 | i
Cc1cc(C(=O)Nc2nnc(-c3cc(Cl)ccc3Cl)o2)on1 | i
Cn1cccc1CN(C(=O)c1ccco1)C1CC1 | i

(list continues)
SMILES | GIRK2 activator
COc1ccccc1NC(=O)Nc1cccc(-c2ccc(N3CCN(C)CC3)nn2)c1 | i
COc1ccc2nc(N3CCN(C(=O)C4CCCN(S(C)(=O)=O)C4)CC3)sc2c1 (configuration not stated) | i
COc1ccc(-c2ccc(=O)n(CCCC(=O)Nc3ccc(Cl)cc3)n2)cc1OC | i
CC(C)(C)c1cc(NCc2ccccn2)n2ncc(-c3ccccc3)c2n1 | i
O=C(Cc1ccc([N+](=O)[O-])cc1)NCCOc1ccc(F)cc1 | i
O=C(Nc1cc(-c2ccco2)nn1-c1nc(-c2ccccc2)cc(=O)[nH]1)c1ccco1 | i
CCSc1ccccc1C(=O)NCC1CCN(C(=O)Nc2ccccc2OC)CC1 | i
Cc1n[nH]c(C)c1S(=O)(=O)Nc1cc(-c2ccccc2)nn1C1CCS(=O)(=O)C1 (configuration not stated) | i
Cc1ccc(Cl)cc1-n1nnnc1SCC(=O)N1CCOCC1 | i
COc1ccc(S(=O)(=O)NCC(c2ccc(F)cc2)N2CCN(C)CC2)cc1OC (configuration not stated) | i
O=C(NCC1(c2cccs2)CCCC1)c1ccc2c(c1)OCO2 | i
CCCCOC(=O)c1ccc(NC(=O)c2snnc2CC)cc1 | i
Cc1cccc2sc(NC(=O)c3ccno3)nc12 | i
Cc1cccc(C(=O)N2c3ccccc3CC2C(N)=O)c1 (configuration not stated) | i
Cc1nc(-c2cccs2)c(CCC(=O)N2CCN(c3ccccc3)CC2)s1 | i
Cc1cc(CN2CCC(CNC(=O)C(=O)Nc3cccc(C(F)(F)F)c3)CC2)c(C)o1 | i
COc1ccccc1NC(=O)N1CCC(CNC(=O)C(=O)Nc2ccc(C)c(Cl)c2)CC1 | i
Cc1ccc(S(=O)(=O)NCCC(=O)N/N=C/c2c[nH]c3ccccc23)cc1 | i
COc1ccc(SCCC(=O)Nc2nc3cc4c(cc3s2)OCCO4)cc1 | i
Cn1cnc2cc(OC(=O)c3cccc4ccccc34)ccc21 | i
COc1ccc(Br)c(C(=O)NCc2nc(C)no2)c1 | i
O=C(CN1CCC(c2nnc(C3CC3)o2)CC1)Nc1cccc(Cl)c1Cl | i
O=C(CCn1cnc2c(cnn2-c2ccccc2)c1=O)NC1CCCC1 | i
COc1ccc(/C=C/C(=O)NCC2CCN(C(=O)/C=C/c3ccco3)CC2)cc1OC | i
COCCN1CCC(CNC(=O)C(=O)Nc2ccc(C(F)(F)F)cc2)CC1 | i
C=CCNC(=O)Nc1nc(CSCC(=O)Nc2ccc(OC)cc2)cs1 | i
CNC(=O)Cc1csc(Nc2cccc(Cl)c2)n1 | i
O=C(Cc1ccc(-c2ccccc2)cc1)Nc1cccc(N2CCCC2=O)c1 | i
O=C(NCc1ccccc1)C(=O)NCC(O)C1CCCCC1 (configuration not stated) | i
O=S(=O)(c1cccc(Cl)c1)N1CCN(c2ccc(Nc3ccncc3)nn2)CC1 | i
CCOc1ccc(OCC)c(N2C=C(C#N)S(=O)(=O)c3ccc(Cl)cc32)c1 | i
COC(=O)c1ccc(NC(=O)C(=O)NCC2CCN(Cc3cccs3)CC2)cc1 | i
Cc1cc(NC(=O)C(=O)c2c(C)[nH]c3ccccc23)n(-c2nc3c(cnn3-c3ccccc3)c(=O)[nH]2)n1 | i
Cc1ccc(Cl)cc1NC(=O)CSc1ncc(S(=O)(=O)c2cccs2)c(N)n1 | i
COc1ccccc1OCC(=O)Nc1nonc1-c1ccccc1 | i
CC(=O)c1ccc(N2CCN(S(=O)(=O)CCCOc3ccc(F)cc3)CC2)cc1 | i
O=C(NCc1ccc2c(c1)OCO2)C(=O)Nc1ccc2c(c1)OCO2 | i
CC(C)(C)NC(=O)NCc1n[nH]c(=O)c2ccccc12 | i
Cc1cc(-c2nnc(NC(=O)c3cccs3)o2)n(C)n1 | i
O=C(Nc1ccc(F)c([N+](=O)[O-])c1)c1ccc(=O)n(Cc2cccc(Cl)c2)c1 | i
CC(C)c1ccc(-n2nnnc2SCC(=O)Nc2ccc(S(N)(=O)=O)cc2)cc1 | i
Cc1nc(-c2ccccc2)sc1-c1cc(=O)[nH]c(SCC(=O)Nc2ccccc2Cl)n1 | i
O=C(c1cccnc1)N1CCN(CCN2C(=O)C3C4C=CC(C4)C3C2=O)CC1 (configuration not stated) | i
COc1ccc(S(=O)(=O)Nc2ccc(CC(=O)N3CCCC3)cc2)cc1F | i
Cn1ccnc1N1CCN(CC(=O)Nc2ccc(C(F)(F)F)cc2)CC1 | i
CC1CCN(S(=O)(=O)c2ccc(-c3nc(C#N)c(NCc4cccnc4)o3)cc2)CC1 | i
COc1ccc(CC(=O)Nc2ccc3c(c2)N(C(=O)C2CC2)CC3)cc1OC | i
CCOc1ccc(C(=O)NCCNc2ccc(Nc3cc(C)ccn3)nn2)cc1 | i
NS(=O)(=O)c1ccc(CCNC(=O)Cc2cc(-c3ccc(F)cc3F)on2)cc1 | i
Cc1cc(C(=O)N2CCN(c3nc4ccc(F)cc4s3)CC2)on1 | i

(cont.)
SMILES | GIRK2 activator
CCNC(=O)C1Cc2ccccc2N1C(=O)c1cc([N+](=O)[O-])ccc1Cl (configuration not stated) | i
O=C(c1ccno1)N1CCN(c2nc3ccc(Cl)cc3s2)CC1 | i
CS(=O)(=O)N1CCCC1C(=O)Nc1nc2c(F)cc(F)cc2s1 (configuration not stated) | i
Cc1ccc(-n2ccnc2N2CCN(CC(=O)Nc3ccccc3)CC2)cc1 | i
COCCNC(=O)Nc1ccc(CC(=O)NCC(F)(F)F)cc1 | i
Cc1ccc(S(=O)(=O)N2CCN(CCn3cccn3)CC2)c(C)c1 | i
O=S(=O)(NCCCN1CCOC(c2ccccc2)C1)c1cc(F)ccc1F (configuration not stated) | i
CC(O)(CNC(=O)CSc1ccc(F)cc1)c1ccc(-c2ccccc2)cc1 (configuration not stated) | i
CCN1CCN(C(=O)CN2C(=O)c3ccccc3S2(=O)=O)CC1 | i
CC1Cc2cc(-c3cc(CC(=O)N4CCN(c5ccccc5F)CC4)no3)ccc2O1 (configuration not stated) | i
COc1ccc(CCNC(=O)Cc2cc(-c3ccco3)on2)cc1 | i
O=C(CC1CCCC1)NCCOc1ccc(-c2ccco2)nn1 | i
O=S(=O)(NCC1COC2(CCCCC2)O1)c1ccc2c(c1)CCCC2 (configuration not stated) | i
O=C(Cc1ccc(Cl)cc1)Nc1ccc2c(c1)N(C(=O)c1ccco1)CC2 | i
O=S(=O)(NCc1ccsc1)c1cc(F)ccc1F | i
O=C1CN(S(=O)(=O)c2cccc([N+](=O)[O-])c2)CC(Cn2c3ccccc3c3ccccc32)O1 (configuration not stated) | i
CCCc1cc(=O)n(CC(=O)NCc2ccc3c(c2)OCO3)cn1 | i
Cn1cnc2cc(OC(=O)C(c3ccccc3)c3ccccc3)ccc21 | i
COc1ccc(CCN2CC(=O)N(c3ccccc3)C3CS(=O)(=O)CC32)cc1 (configuration not stated) | i
CNC(=O)C(=O)Nc1c(C(N)=O)oc2ccccc12 | i

A run of entries from further up:
SMILES | GIRK2 activator
NS(=O)(=O)c1ccc(CCNC(=O)Cc2cc(-c3ccc(F)cc3F)on2)cc1 | i
Cc1cc(C(=O)N2CCN(c3nc4ccc(F)cc4s3)CC2)on1 | i
CCNC(=O)C1Cc2ccccc2N1C(=O)c1cc([N+](=O)[O-])ccc1Cl (configuration not stated) | i
O=C(c1ccno1)N1CCN(c2nc3ccc(Cl)cc3s2)CC1 | i
CS(=O)(=O)N1CCCC1C(=O)Nc1nc2c(F)cc(F)cc2s1 (configuration not stated) | i
Cc1ccc(-n2ccnc2N2CCN(CC(=O)Nc3ccccc3)CC2)cc1 | i
COCCNC(=O)Nc1ccc(CC(=O)NCC(F)(F)F)cc1 | i
Cc1ccc(S(=O)(=O)N2CCN(CCn3cccn3)CC2)c(C)c1 | i
O=S(=O)(NCCCN1CCOC(c2ccccc2)C1)c1cc(F)ccc1F (configuration not stated) | i
CC(O)(CNC(=O)CSc1ccc(F)cc1)c1ccc(-c2ccccc2)cc1 (configuration not stated) | i
CCN1CCN(C(=O)CN2C(=O)c3ccccc3S2(=O)=O)CC1 | i
CC1Cc2cc(-c3cc(CC(=O)N4CCN(c5ccccc5F)CC4)no3)ccc2O1 (configuration not stated) | i
COc1ccc(CCNC(=O)Cc2cc(-c3ccco3)on2)cc1 | i
O=C(CC1CCCC1)NCCOc1ccc(-c2ccco2)nn1 | i
O=S(=O)(NCC1COC2(CCCCC2)O1)c1ccc2c(c1)CCCC2 (configuration not stated) | i
O=C(Cc1ccc(Cl)cc1)Nc1ccc2c(c1)N(C(=O)c1ccco1)CC2 | i
O=S(=O)(NCc1ccsc1)c1cc(F)ccc1F | i
O=C1CN(S(=O)(=O)c2cccc([N+](=O)[O-])c2)CC(Cn2c3ccccc3c3ccccc32)O1 (configuration not stated) | i
CCCc1cc(=O)n(CC(=O)NCc2ccc3c(c2)OCO3)cn1 | i
Cn1cnc2cc(OC(=O)C(c3ccccc3)c3ccccc3)ccc21 | i
COc1ccc(CCN2CC(=O)N(c3ccccc3)C3CS(=O)(=O)CC32)cc1 (configuration not stated) | i
CNC(=O)C(=O)Nc1c(C(N)=O)oc2ccccc12 | i

Additional entries follow:
SMILES | GIRK2 activator
CCOc1ccccc1-n1c(C)c(C)n2c3c(=O)[nH]c(=O)n(C)c3nc12 | i
O=C(Cn1c(=O)[nH]c2ccccc2c1=O)NCCc1ccncc1 | i
Fc1ccc(Nc2nnnc3c2cnn3-c2ccccc2)cc1Cl | i
Cn1nc(CNS(=O)(=O)CCN2C(=O)CCCC2=O)c2ccccc2c1=O | i
Cn1cccc1C(O)CNC(=O)Nc1ccc(Cl)c(Cl)c1 (configuration not stated) | i

The list is partial. The share of hits here may be higher or lower than overall.
